Screens deposited in PubChem by National Center for Advancing Translational Sciences (NCATS).
Integrin act MD – activates integrin-mediated alleviation for muscular dystrophy; Potency, µM (highest dose often 38.3 µM), for inactives: at the top dose activation, actives largely listed as activators; 350,000 compounds, 0.064% hits; alpha7betagal myoblasts, beta-gal FDG fluorescence, 48 h;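 further: potency means the concentration at half of the fitted maximal effect; 100% = response of the positive control SU9516; nearly all actives have a fitted effect of over 60% in size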
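alpha7betagal+/- myoblasts (passage 13, 250/well) treated 48 h at 37C with compounds at 1:260 dilution of DMSO stock. Lysed, then beta-galactosidase activity read as FDG fluorescence (ex 480/em 540) after 30 min, with pre-read for autofluorescence.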
B2AR arrestin – beta2AR (human) beta-arrestin recruitment activity | P07550 | beta-arrestin recruitment to beta2AR, cell-based reporter | Potency, µM (top dose mostly 46.1 µM), without a hit: at the highest dose activation, most hits filed as activators | 330,000 compounds, 0.02% hits;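 further: potency means the concentration at half of the fitted maximal effect; 0% = DMSO controls and full agonism = EC100 isoproterenol or metaproterenol; nearly all actives have a fitted effect of over 65% in size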
USP2a inh – blocks human ubiquitin-specific protease USP2a; O75604; USP2 core, Ub-CHOP2 coupled fluorogenic reporter, 485/531; Potency, µM (doses to about 38.3 µM), for the others: at the top dose activity change, negative = inhibition, actives largely listed as inhibitors; 330,000 compounds, 0.01% hits; AID 463254;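 further: potency means the concentration at half of the fitted maximal effect; plate controls were DMSO wells for no effect and full inhibition by NEM control for full effect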
Target sequence (O75604 whole entry, looked up): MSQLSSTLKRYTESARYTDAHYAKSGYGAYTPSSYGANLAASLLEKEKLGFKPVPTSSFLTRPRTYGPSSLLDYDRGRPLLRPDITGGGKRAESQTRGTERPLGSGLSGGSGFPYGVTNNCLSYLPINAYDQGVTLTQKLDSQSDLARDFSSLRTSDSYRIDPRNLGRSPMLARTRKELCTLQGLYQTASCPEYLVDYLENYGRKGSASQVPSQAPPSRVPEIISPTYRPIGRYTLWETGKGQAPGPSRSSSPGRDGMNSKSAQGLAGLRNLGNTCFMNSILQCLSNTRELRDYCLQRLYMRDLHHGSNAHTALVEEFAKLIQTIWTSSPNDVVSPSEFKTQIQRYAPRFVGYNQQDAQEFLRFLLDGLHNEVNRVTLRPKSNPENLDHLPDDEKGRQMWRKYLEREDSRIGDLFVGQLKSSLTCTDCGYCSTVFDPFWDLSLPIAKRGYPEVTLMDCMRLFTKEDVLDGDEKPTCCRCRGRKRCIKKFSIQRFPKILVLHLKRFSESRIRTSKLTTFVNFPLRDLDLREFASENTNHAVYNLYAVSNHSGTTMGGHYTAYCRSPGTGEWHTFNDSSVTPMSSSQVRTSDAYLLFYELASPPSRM
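USP2 core (10nM final) preincubated 30min RT with compound in 20mM Tris-HCl pH 8.0, 2mM CaCl2, 2mM beta-mercaptoethanol, 0.05% CHAPS; 25nM Ub-CHOP2 plus 25nM reporter substrate added, fluorescence (Ex485/Em531) read after 60min.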
TRPV1 agonist – activates the human vanilloid receptor TRPV1; Q8NER1; TRPV1-expressing cells, Fluo-8 calcium influx, agonist mode; activation, % at 8.33 µM; 320,000 compounds, 0.19% hits; in the data active means activation above about 80%; inconclusive means between about 30% and that limit; further: 0% is about no effect
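Cells expressing TRPV1 were dye-loaded with Fluo-8 and read kinetically: 10 s baseline, 3 min after compound (agonist portion), then 2 min after EC20 capsaicin (allosteric enhancer portion). Calcium-bound dye fluorescence at 480/520 nm.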
ASM inhibitor – human S-ASM enzyme inhibition | P17405 | placental ASM, HMU-PC fluorogenic substrate, 60 min | Potency, µM (top dose mostly 57.5 µM), without a hit: at the top dose activity change, negative = inhibition, most hits filed as inhibitors | 340,000 compounds, 0.006% hits | AID 504937; further: potency means the concentration at half of the fitted maximal effect
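Fluorescence read-out (Ex 386 nm, Em 447 nm) after stopping the reaction at pH 10. Enzyme: ASM from human placenta; substrate HMU-PC0, 9 uM final; 60 min, 37 °C. Compound preincubation 10 min, ambient temperature.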
Eya2 phos inh – inhibitors of human Eya2 phosphatase activity; 330,000 compounds, 0.006% hits; AID 488837; Potency, µM (titrated, usually from 76.9 µM), for the others: at the top dose activity, negative = inhibition, most hits filed as inhibitors; recombinant Eya2, OMFP fluorescence dephosphorylation (OMFP is methylfluorescein phosphate); O00167; further: potency means the concentration at half of the fitted maximal effect; on the % scale 0 is the no-effect control and ±100 the full control effect
Target sequence (O00167 whole entry, looked up): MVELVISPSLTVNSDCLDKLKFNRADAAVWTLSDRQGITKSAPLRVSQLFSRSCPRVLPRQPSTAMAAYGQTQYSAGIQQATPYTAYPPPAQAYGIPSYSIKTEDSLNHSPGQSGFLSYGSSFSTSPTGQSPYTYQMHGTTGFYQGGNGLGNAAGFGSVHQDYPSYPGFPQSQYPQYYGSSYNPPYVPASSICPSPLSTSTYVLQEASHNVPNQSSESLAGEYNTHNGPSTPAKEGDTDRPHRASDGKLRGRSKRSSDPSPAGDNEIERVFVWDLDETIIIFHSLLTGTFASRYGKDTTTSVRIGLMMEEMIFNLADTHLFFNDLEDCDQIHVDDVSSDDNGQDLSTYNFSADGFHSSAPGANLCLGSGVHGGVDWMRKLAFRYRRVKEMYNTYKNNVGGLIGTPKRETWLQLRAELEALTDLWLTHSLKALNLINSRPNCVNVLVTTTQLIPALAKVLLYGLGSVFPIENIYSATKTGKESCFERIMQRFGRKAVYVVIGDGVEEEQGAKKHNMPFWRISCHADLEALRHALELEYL
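Eya2 (0.2 uM) preincubated 10 min at ambient with compound, then OMFP substrate added at 50 uM; 10 min reaction in 50 mM HEPES pH 7.5, 50 mM NaCl, 5 uM MgCl2, 0.05% BSA, 1 mM DTT. Fluorescence read at Ex 485/Em 525 nm.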
p53 reactivation – re-activators of mutant p53 | H1299 p53-A138V BP100-luciferase reporter, luminescence, 24 h | Potency, µM (top dose mostly 92.2 µM), for inactives: at the top dose activity change, positive = activation, hits mostly activators | 320,000 compounds, 0.063% hits; further: potency means the concentration at half of the fitted maximal effect; % of control where 0% means no effect; nearly all actives have a fitted effect of over 45% in size
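p53-null H1299 cells stably carrying temperature-sensitive p53-A138V and a BP100-luciferase reporter were pinned with compounds (4-point, 1:5 series) and held 24 hrs at 37 deg C. Luminescence was read 10 min after detection reagent.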
BRCA1 expr act – activators of BRCA1 expression. AID 624202. MCF7-BRCA1-FFLuc reporter, luminescence, 48 h; response scale: scaled: vehicle 0%, 10 µM genistein 100%. 380,000 compounds, 1.1% hits. Potency, µM (doses to about 46.1 µM), for the others: at the top dose activation, actives largely listed as activators; further: potency means the concentration at half of the fitted maximal effect; nearly all actives have a fitted effect of over 80% in size; some results filed as inactive show a strong effect at the top dose
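Cells: MCF7-BRCA1-FFLuc, 2000/well. Exposure: 48 h, 37 °C, 5% CO2. Read: luminescence, 15 min post-substrate. Controls: genistein 10 microM (maximal activation), DMSO (neutral).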
ELG1 genotoxic – genotoxicity induction in ELG1-luciferase HEK293T cells | HEK293T ELG1-luciferase reporter, luminescence, 16 h | Potency, µM (doses to about 46 µM), for inactives: top-dose activity change, positive = activation, actives largely listed as activators | 330,000 compounds, 1.3% hits; further: potency means the concentration at half of the fitted maximal effect; % of control where 0% means no effect; nearly all actives have a fitted effect of over 60% in size
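Step 1: seed 2,000 HEK293T ELG1-luciferase cells per well. Step 2: add compound or DMSO, incubate 16 hr at 37 °C. Step 3: ONE-Glo, 30 min at room temperature, read luminescence.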
uPA generation – cell surface uPA generation inhibition. Potency, µM (doses to about 38.3 µM), for inactives: at the highest dose activity change, negative = inhibition, usual class: inhibitors. cell surface uPA generation assay, qHTS. 330,000 compounds, 0.31% hits. AID 540303; active means well fitted inhibition curve with a large enough effect; inconclusive means small, poorly fitted or top-dose-only effect; inactive means no such curve, though single readings can be large or run the other way; tested in mouse RAW 264.7 cells; further: potency means the concentration at half of the fitted maximal effect; on the % scale 0 is the no-effect control and ±100 the full control effect; nearly all actives have a fitted effect of over 55% in size
TSG101-PTAP inh – blocks PTAP/TSG101 interaction to inhibit HIV-1 budding | Fluorescence polarization, FITC-PTAP peptide / Tsg101 binding | Potency, µM (doses to about 115 µM), for inactives: at the top dose activity change, negative = inhibition, hits mostly inhibitors | 340,000 tested, under 10 active; active means well fitted inhibition curve with a large enough effect in the main read-out, with a control signal flat, not every such curve was filed as active; inconclusive means small, poorly fitted or top-dose-only effect, or effect the other way, or a change in a side signal; inactive means no such curve, though single readings can be large or run the other way; further: potency means the concentration at half of the fitted maximal effect; % of control where 0% means no effect
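Fluorescence anisotropy tracks displacement of a FITC-tagged PTAP peptide (50 nM) from the Tsg101 binding domain (10 uM), following a 20 min room-temperature incubation at pH 7.5.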
Numbers without * were called inactive; ? = inconclusive; . = not tested or not shown; [ ] = dose if it differs, or a comment. Unless noted, the call rests on the fitted dose curve; in most records, active means well fitted curve in the direction sought with a large enough effect; inconclusive means small, poorly fitted or top-dose-only effect, or another doubt; inactive means no such curve, though single readings can be large; an effect the other way counts as inactive or inconclusive.

SMILES | Integrin act MD | B2AR arrestin | USP2a inh | TRPV1 agonist | ASM inhibitor | Eya2 phos inh | p53 reactivation | BRCA1 expr act | ELG1 genotoxic | uPA generation | TSG101-PTAP inh
CCOC(=O)CN1C(=O)C(O)=C(C(C)=O)C1c1ccc([N+](=O)[O-])cc1 (stereo not given) | 0% | -0.3% | 0% | 7 | 0% | -14% | -1% | -2% | -1% | -1% | -5%
CC(=O)Nc1ccc(NC(=O)c2cccc(-c3cc4ccccc4oc3=O)c2)cc1 | -5% | 0.4% | 2% | -1 | -3% | -2% | ? | 73% | 10% | 4% | 1%
O=C(CCc1nc2ccccc2c(=O)[nH]1)NNC(=O)c1ccccc1Cl | -12% | -0.7% | -1% | -3 | -1% | 8% | 0% | -12% | 5% | -1% | 1%
CN(C)CCCNC(=O)C[C@H]1C[C@H](C(=O)N2CCCCC2)[C@@]2(C)c3[nH]c4cc(CCC(=O)N(C)C)ccc4c3CCN2C1=O | 9% | -2.0% | -4% | . | -1% | 5% | 3% | 4% | -2% | 10% | 0%
CSCCC(NS(=O)(=O)c1ccc(C)cc1)C(=O)N1CCN(C(C)=O)CC1 (stereo not given) | 15% | -0.3% | 0% | -2 | . | 20% | 1% | 1% | -5% | -5% | -2%
Cc1cc(NC(=O)c2cc(C(C)C)on2)no1 | 6% | -0.2% | 4% | 12 | 7% | -10% | 19% | 11µM* | ? | -1% | -4%
c1ccc2sc(NCC3CCCO3)nc2c1 (stereo not given) | -4% | 0.1% | 5% | 6 | -1% | 11% | 1% | 54% | ? | -3% | -2%
CCCC(C(=O)NCCC(C)C)N(Cc1ccccc1)C(=O)c1snc(C(N)=O)c1N (stereo not given) | 0% | -0.3% | 0% | 15 | 299%[activator] | -5% | 15% | -3% | -2% | -12% | -3%
Fc1ccc(-c2ccnc(=S)[nH]2)cc1 | -19% | -0.2% | 2% | 7 | 2% | 4% | 1% | 6% | 0% | 10% | 1%
COc1cc(/C=N/NC(=O)c2ccoc2C)ccc1OCCN1CCCCC1 | 1% | 0.2% | 0% | -3 | -1% | -27% | 6% | 5% | -2% | -1% | -4%
CC1CC(OCC(O)CN2CCCCC2C)CC(C)(C)C1 (stereo not given) | 0% | -0.4% | 2% | 2 | 10% | 1% | -1% | -20% | -7% | 0% | 1%
COC(=O)Cn1c(Cc2ccccc2)nc2ccccc21 | -12% | -0.6% | 0% | -1 | 10% | 0% | . | 0% | 2% | 1% | -3%
COc1ccc(C(=O)Nc2c3c(nn2-c2cccc(Cl)c2)CS(=O)C3)cc1 (stereo not given) | 7% | -0.8% | 7% | -3 | 0% | 2% | -4% | 16% | -3% | 0% | 1%
NC1=NC[C@H](c2ccccc2)N1CCc1cccc(F)c1 | -35% | 0.0% | 0% | 1 | 1% | -23% | -5% | -3% | -4% | -1% | -4%
COc1cccc(C2C=C(c3ccc(OC)cc3OC)Nc3nnnn32)c1 (stereo not given) | -30% | -0.7% | 4% | -4 | 92%[activator] | 18% | 12% | -60% | -15% | -6% | -7%
Cc1cc(NC(=O)c2ccc(F)cc2)n(C)n1 | -14% | 0.2% | 5% | -3 | 6% | -15% | -2% | 13% | 5% | 3% | -2%
COc1cc(NC(=S)NCCCN2CCOCC2)cc(OC)c1 | 8% | -0.1% | 4% | -1 | 9% | 3% | 6% | -16% | 1% | -2% | -3%
COc1ccc(-n2cnc3c(sc4nccc(N(C)C)c43)c2=O)cc1 | ? | -0.2% | 0% | 3 | 25% | -3% | -10% | 27% | 0% | 5% | -3%
CCOc1ccc(-c2nnn(CC(=O)NCc3ccco3)n2)cc1 | -25% | 0.0% | 4% | 24 | 1% | 3% | 10% | 0% | 7% | -14% | -7%
CCc1cc2c(cc3c(=O)n(CC(=O)N4CCN(C)CC4)ncn32)s1 | -13% | 0.3% | 2% | -1 | 3% | -9% | -1% | 2% | 3% | -1% | 4%
Cc1cc(=O)n2nc(N3CCCC(C(=O)NCc4ccccc4C)C3)sc2n1 (stereo not given) | 6% | -0.3% | 4% | -5 | 0% | 4% | . | -2% | 5% | 19% | -3%
CCn1nnc(NC(=O)COc2ccc(C3CCCCC3)cc2)n1 | -19%[7.66 µM] | 0.0% | -1% | 4 | 2% | -10% | 8% | 0% | ? | . | -4%
Cc1ccc(C)c(N2CCN(S(=O)(=O)c3c(C(=O)N4CCCCC4)c(C)n(C)c3C)CC2)c1 | 2% | 0.2% | 4% | 4 | -1% | -5% | -4% | -23% | -5% | 1% | -2%
CCOc1cc(C(=O)OCC(=O)N(C)c2ccccc2)cc(OCC)c1OCC | -62%[inhibitor] | -0.4% | 0% | 10 | 4% | -29% | -3% | -17% | -9% | 7% | -2%
CC1CC(C)CN(S(=O)(=O)c2ccc(C(=O)N(C)Cc3ccccc3)cc2)C1 (stereo not given) | 3% | -0.2% | -5% | . | -1% | -8% | 3% | -7% | -4% | ? | -5%
SMILES | Integrin act MD | B2AR arrestin | USP2a inh | TRPV1 agonist | ASM inhibitor | Eya2 phos inh | p53 reactivation | BRCA1 expr act | ELG1 genotoxic | uPA generation | TSG101-PTAP inh
CCC1CCCCN1C(=O)CSc1nc2c(c(=O)n(C)c(=O)n2C)n1C (stereo not given) | -20% | 0.0% | 0% | 0 | 1% | -3% | -1% | -4% | -6% | -2% | 2%
COc1cc(OC)cc(C(=O)NCC2CCCN(Cc3ccc(SC)cc3)C2)c1 (stereo not given) | -38% | -1.9% | -2% | 2 | 4% | -1% | ? | -19% | -2% | 7% | 0%
Cc1ccc(C(=O)Nc2ccc3c(c2)C(=O)N(CC2CCCO2)C3=O)cc1 (stereo not given) | 4% | -0.1% | 1% | ? | 26% | -16% | -1% | -3% | -10% | -4% | 0%
CC(C)(C)c1ccc(OCC(=O)O/N=C(\N)c2ccncc2)cc1 | -18% | . | . | . | 21% | . | . | 56% | . | 3% | -4%
COc1ccc(NC(=S)NCc2cccs2)c(OC)c1 | 0% | -0.6% | 4% | 0 | 0% | 6% | 6% | -3% | 0% | -14% | 0%
N#Cc1c(Oc2ccc3ccccc3c2)sc(C(=O)c2ccccc2)c1N | -43%[inhibitor] | 0.2% | -2% | 9 | -22% | -10% | 6% | -89% | -7% | 6% | 0%
CC(C)CCNC(=O)CN(C(=O)Cn1nnc(-c2ccccc2F)n1)c1cccc2c1CCCC2 | 33% | -0.8% | -2% | . | 2% | 8% | -4% | 2%[1.84 µM] | -7% | 1% | 0%
C[C@H]1CN([C@@H](C)CO)C(=O)Cc2cc(NC(=O)CCC(F)(F)F)ccc2O[C@H]1CN(C)S(=O)(=O)c1ccc(F)cc1 | -9% | 3.2% | -1% | . | -2% | -5% | 1% | -47% | 5% | ? | -4%
Cc1cccc(NC(=O)COC(=O)c2cc3ccccc3oc2=O)c1 | 23% | -0.1% | 0% | 2 | -1% | -3% | -1% | 5% | 4% | -7% | 2%
CCOC(=O)c1c(S(=O)(=O)NCC(=O)Nc2cccc(C)c2C)c(C)n(C)c1C | -3% | 0.0% | 4% | 3 | 4% | -4% | -1% | -7% | -1% | 4% | -5%
COc1ccc(NS(=O)(=O)c2csc(C(=O)N3CCCC3)c2)c(OC)c1 | -17% | 0.0% | 1% | -1 | 3% | 1% | 7% | -1% | -3% | 9% | 1%
COc1ccccc1Oc1ccc(Oc2ccccc2OC)cc1 | -24% | -2.1% | 0% | 1 | 0% | -17% | 8% | 14% | -11% | 5% | -2%
CCOc1ccc(S(=O)(=O)N2CCCCC2)cc1NC(=O)Cc1ccsc1 | -35% | 0.2% | 0% | 3 | 1% | -16% | 5% | -9% | -5% | -1% | 0%
COc1ccc(NC(=O)COc2ccc(C(=O)OCC(=O)N(C(C)C)C(C)C)cc2OC)cc1 | 0% | 0.1% | -2% | 1 | 5% | 5% | -4% | 5% | -1% | -12% | -2%
O=C(Nc1ccccc1)c1nc[nH]c1C(=O)NCCCCNC(=O)c1[nH]cnc1C(=O)Nc1ccccc1 | -5% | 0.1% | 1% | . | -3% | -8% | 0% | 0% | -6% | -3% | -7%
COc1ccc(/C=C2\SC(=O)N(CC(=O)Nc3ccc(F)cc3)C2=O)cc1O | -30% | -0.5% | -1% | -2 | 3% | 4% | -61%[inhibitor] | -74% | -1% | ? | 3%
Cc1cc(C)cc(C(=O)Nc2ccncc2)c1 | ? | 0.0% | 0% | ? | 0% | -6% | . | -23% | 1% | 8% | 2%
O=c1oc2cc(OCc3ccc(F)cc3F)ccc2cc1-c1ccccn1 | 10% | 0.0% | 3% | 10 | . | -31% | -2% | 67% | ? | 0% | -1%
Nc1ccc2c(c1)C/C(=C/c1ccco1)C2=O | -9% | -1.0% | 7% | 0 | 341%[activator] | 6% | ? | ? | 21µM* | -15% | ?
